MEKK2mut PB1 HTS: MEK5 binding signal on mutant MEKK2 PB1, primary screen, biochemical, multiplex bead flow cytometry, Alexa488-MEK5. Alexa488-MEK5 binding to MEKK2 mutant. percent response, % at 10 µM. 0.35% of 290,000 active. AID 1530, 2009; in the data active = percent response above about 24%, passing the limit was not always enough; also: inactives centre near 1; some results filed as inactive read as strong as hits
GPR7 antagonist: GPR7 receptor antagonists, primary screen, cell-based, fluorescence, single concentration; GPR7-expressing cells, fluorescence antagonist assay; Neuropeptides B/W receptor type 1 (Homo sapiens), P48145; 1.1% of 290,000 active; AID 1861, 2009; inhibition, % at 4.4 µM; in the data active = inhibition above about 16%, passing the limit was not always enough;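 also: cells stimulated with the agonist NPW; 0% = agonist with vehicle and 100% = vehicle without agonist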
Target sequence (P48145 whole entry, looked up): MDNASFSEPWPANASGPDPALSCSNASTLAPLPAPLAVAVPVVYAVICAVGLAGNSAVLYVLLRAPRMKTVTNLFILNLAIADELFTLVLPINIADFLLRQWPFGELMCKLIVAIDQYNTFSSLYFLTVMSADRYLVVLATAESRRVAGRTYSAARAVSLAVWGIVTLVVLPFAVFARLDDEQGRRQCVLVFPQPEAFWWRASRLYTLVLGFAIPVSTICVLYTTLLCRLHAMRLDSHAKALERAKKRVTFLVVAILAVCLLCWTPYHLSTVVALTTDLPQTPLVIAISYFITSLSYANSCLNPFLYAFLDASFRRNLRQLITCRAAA
PfM18AAP inh: PfM18AAP inhibitors, malaria aminopeptidase, primary screen, biochemical, QFRET, recombinant enzyme; H-Glu-NHMec fluorogenic cleavage; 1.2% of 290,000 active; AID 1822, 2009; inhibition, % at 7.35 µM;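 active = inhibition above the campaign mean inhibition over all tested compounds plus 3 SD, cut at about 28% in these data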;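 also: 0% = plate median of test compound wells and 100% = 2 mM ZnCl2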
NALP1 yeast inh: NALP1 inflammasome inhibitors in reconstituted yeast, colorimetric, S. cerevisiae, triplicate retest; inhibition, % at 10 µM; S. cerevisiae NALP1/ASC/caspase-1 growth, X-gal OD620, 72 h; AID 2071, 2009; 0.61% of 280,000 active; in the data active = inhibition mostly above about 24%, no sharp cut-off; inactive = mostly below about 32%; also: some compounds called inactive have numbers as strong as hits
MEKK2wt PB1 HTS: modulators of MEK5 binding to wildtype MEKK2, primary screen, biochemical, multiplex bead flow cytometry, Alexa488-MEK5 | Mitogen-activated protein kinase kinase kinase 2 (Homo sapiens), Q9Y2U5 | Alexa488-MEK5 binding to MEKK2 WT; actives lie on both sides | binding response (% of control), % at 10 µM | 1.1% of 290,000 active; in the data active = binding response below about 67% or above about 130%
OXTR agonist: human OXTR agonists, primary screen, fluorescence, CHO-OTR cells, Fluo-8 calcium; Oxytocin receptor (Homo sapiens), P30559; Fluo-8 calcium fluorescence; normalized: DMSO 0%, oxytocin 100%; activation, % at 3 µM; 0.32% of 320,000 active; AID 2435, 2010;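 active = activation above the mean of all tested compounds plus 3 SD, cutoff set per screening run, cut at about 20% in these data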;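 also: peak over basal fluorescence ratio from a 100 s FLIPR kinetic read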
GalR3 antagonist: GalR3 antagonists in HEK293 cells, primary screen, cell-based, fluorescence readout; HEK293 GalR3-CNG cAMP membrane potential fluorescence; galR3 body fused to GalR1 C-terminus; inhibition, % at 3 µM; Galanin receptor type 3 (Homo sapiens), O60755; 0.44% of 360,000 active;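 active = inhibition above the screen-wide average plus 3 SD, cut at about 13% in these data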;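 also: forskolin and galanin both at EC90 stimulate the cells; cAMP rise reported by CNG channel membrane potential dye signal; 0% = forskolin plus galanin with DMSO and 100% = forskolin alone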
Target sequence (O60755 1-299 limits assumed): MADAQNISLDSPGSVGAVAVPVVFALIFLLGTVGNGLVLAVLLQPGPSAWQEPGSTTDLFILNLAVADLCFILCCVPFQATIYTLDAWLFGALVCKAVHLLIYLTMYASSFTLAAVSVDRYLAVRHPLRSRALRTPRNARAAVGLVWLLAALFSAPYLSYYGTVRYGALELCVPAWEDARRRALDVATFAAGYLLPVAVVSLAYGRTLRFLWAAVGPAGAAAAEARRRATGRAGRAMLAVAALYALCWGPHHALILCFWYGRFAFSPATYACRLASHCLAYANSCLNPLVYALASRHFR
V1R ag counter: agonists of human V1a receptor, primary screen, counter-screen for OXTR agonist project, fluorescence, CHO-V1R cells | AID 2797, 2010 | activation, % at 3 µM | Vasopressin V1a receptor (Homo sapiens), P37288 | Fluo-8 calcium fluorescence, agonist mode; 0% DMSO, 100% 3 nM vasopressin | 0.25% of 320,000 active;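 active = activation above the mean activation of all tested compounds plus 3 SD, per screening run, cut at about 20% in these data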;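 also: signal is peak over basal fluorescence ratio across a 100 second FLIPR read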
Target sequence (P37288 whole entry, looked up): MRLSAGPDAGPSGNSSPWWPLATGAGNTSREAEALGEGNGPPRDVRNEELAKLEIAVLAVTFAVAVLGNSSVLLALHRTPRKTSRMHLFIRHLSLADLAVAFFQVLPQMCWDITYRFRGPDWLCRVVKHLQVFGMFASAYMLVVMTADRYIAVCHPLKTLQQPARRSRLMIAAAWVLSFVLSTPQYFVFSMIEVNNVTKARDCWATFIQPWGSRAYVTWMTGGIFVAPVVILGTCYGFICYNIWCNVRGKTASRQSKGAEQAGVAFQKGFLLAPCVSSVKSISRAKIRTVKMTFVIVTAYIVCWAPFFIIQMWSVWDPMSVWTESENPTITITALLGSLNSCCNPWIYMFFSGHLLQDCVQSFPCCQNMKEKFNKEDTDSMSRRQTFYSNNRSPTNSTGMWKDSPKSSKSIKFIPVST
OXTR potentiator: human OXTR potentiators, primary screen, fluorescence, CHO-OTR cells, Fluo-8 calcium | activation, % at 3 µM | Oxytocin receptor (Homo sapiens), P30559 | 0.061% of 320,000 active | Fluo-8 calcium fluorescence, potentiator mode; 0% = oxytocin EC15, 100% = EC100;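 active = activation above that plate's cutoff, the mean activation of tested compounds plus 3 SD, cut at about 6.6% in these data, passing the limit was not always enough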;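 also: 100% uses oxytocin at 75 nM as the full agonist control; some results filed as inactive read as strong as hits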
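Material: human OTR in CHO cells. Compound: 3.0 µM, one dose. Timing: compound 6 min at room temperature before oxytocin, 100 s read. Evaluation: % activation of max/min ratio relative to oxytocin controls. Replication: single well per compound, singlicate. Signal: Fluo-8 calcium dye fluorescence.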
An asterisk follows results filed as active; x = not tested or not shown.

Sequence of screens: MEKK2mut PB1 HTS	GPR7 antagonist	PfM18AAP inh	NALP1 yeast inh	MEKK2wt PB1 HTS	OXTR agonist	GalR3 antagonist	V1R ag counter	OXTR potentiator
- Cc1c(Cc2ccccc2)sc(/N=C/c2c(O)ccc3ccccc23)c1C(N)=O
    24	-6	42*	21	119	9.9	x	6.5	-9
- Cc1ccc(OCCNC(=O)Cc2ccc(S(=O)(=O)N3CCOCC3)s2)cc1
    1	15	-4	21	96	0.7	-2	5.1	-3
- CC(=O)c1cccc(NC(=O)COC(=O)COc2ccccc2C)c1
    -3	-8	-1	5	99	1.3	-4	2.6	-10
- COCCN1Cc2cccc(C(=O)N3CCN(c4ccccc4)CC3)c2C1=O
    1	-3	-2	29	100	-0.9	-1	0.2	-3
- CC1(C)Cc2c(cnn2-c2ccc(F)cc2)C(NC(=O)CCn2cncn2)C1 (stereo not drawn)
    7	-3	-1	0	111	-1.0	-5	0.8	5
- CC(=O)Nc1ccc(NC(=O)CSc2nc3ccccc3c(=O)n2CCCN2CCOCC2)cc1
    x	x	x	x	x	1.5	-2	1.3	-3
- O=C(c1ccc(C(F)(F)F)cc1)C1CCCN(C(=O)CCc2ccncc2)C1 (stereo not drawn)
    -3	10	-4	26	103	8.2	0	12	-13
- Cc1ccc(C(=O)OCC(=O)Nc2ccc3[nH]c(=O)[nH]c3c2)o1
    x	x	x	x	x	1.4	-1	1.2	-2
- O=C(NC(=S)NCC1CCCO1)c1ccccc1[N+](=O)[O-] (stereo not drawn)
    -9	-3	6	12	85	2.3	2	0.4	-12
- CC(=O)Nc1ccc(N2C(=O)c3cccc4c(O)ccc(c34)C2=O)cc1
    -2	25	4	29	83	172*	-4	174*	-27
- COc1ccc(CN2CCN(CC(O)Cn3c4ccccc4c4ccccc43)CC2)cc1 (stereo not drawn)
    0	23*	8	62*	111	24*	-5	12	-18
- COc1ccc(NS(=O)(=O)c2ccc(Cl)s2)cn1
    -1	-5	-6	6	98	-1.1	-4	2.1	-7
- CN(C)Cc1c(O)ccc2c(-c3ccccc3)cc(=O)oc12
    -13	-7	2	-7	91	1.3	-5	0.7	-4
- COc1ccc(N2CCN(CCCNC(=O)C(=O)c3c(C)n(C)c4ccccc34)CC2)cc1
    16	-6	13	5	126	-0.1	-9	-0.7	-6
- O=Cc1ccc(OCc2nnsc2Cl)cc1
    -3	-2	2	31	98	0.6	-8	0.1	2
- C/C(=N\NC(=O)C1(C)CC1(Br)Br)c1ccc(C)cc1C (stereo not drawn)
    -4	-22	-8	0	98	-1.2	-2	0.3	-1
- N#CC1(Cc2ccc(Cl)cc2)c2ccccc2C=CN1C(=O)c1ccccc1 (stereo not drawn)
    3	4	10	30	94	-1.4	-6	0.6	-26
- CCCCOc1ccccc1NC(=O)c1ccco1
    12	-12	-7	48	110	-2.6	-4	-1.4	-12
- COC(=O)CC1=NN(c2ccc(OC)cc2)C(=O)/C1=C\c1ccc(Cl)cc1
    3	1	3	38	106	0.6	0	-0.7	-1
- Cc1ccc(CC(=O)NCCCn2ccnc2)cc1
    -14	3	1	-2	60	0.1	3	0.1	-7
- Cc1cc(C(=O)N/N=C/c2cccn2C)no1
    -1	-5	1	26	96	0.1	1	1.0	-4
- O=C(C1CCCN(Cc2ccncc2)C1)N1CCc2ccccc2C1 (stereo not drawn)
    9	-15	-1	-1	108	0.8	x	0.1	-5
- COC(=O)c1c(-c2ccccc2OC)sc2ccc(OC)cc12
    x	x	x	x	x	-0.4	-4	-0.5	-6
- COc1ccc(N=C2SC(C(=O)Nc3ccc(F)cc3)CC(=O)N2C)cc1 (stereo not drawn)
    -3	26*	-6	6	97	1.8	-2	1.5	-23
- CCOC(=O)c1cc(-c2ccco2)nc2c1c(C)nn2-c1ccccc1
    1	-1	-5	25	100	0.2	-2	0.6	-8
- COc1ccc(CCNCC(O)COc2cccc(Br)c2)cc1OC (stereo not drawn)
    -17	2	1	x	92	0.2	-12	0.5	-4
- NC(=O)c1cn(-c2ccccc2)nc1-c1cccnc1
    -3	-3	-4	11	96	0.0	4	-0.5	-10
- Cc1ccc(NC(=O)/C(=C/c2cccc([N+](=O)[O-])c2)NC(=O)C2CCCCC2)cc1
    0	-1	-18	4	98	-0.9	-6	-1.0	3
- COc1ccc(NC(=O)CSCC(=O)Nc2ccccc2N2CCCC2)cc1
    x	x	x	x	x	-2.9	-2	-1.4	-9
- COc1ccccc1-[n+]1c(C)cc(/C=C2\Sc3ccccc3N2C)cc1C
    6	5	48*	x	79	26*	44*	12	-14

Looked up above:
MEKK2wt PB1 HTS with C/C(=N\NC(=O)C1(C)CC1(Br)Br)c1ccc(C)cc1C (stereo not drawn) → 98
OXTR agonist with COc1ccc(N2CCN(CCCNC(=O)C(=O)c3c(C)n(C)c4ccccc34)CC2)cc1 → -0.1

Continued:
Sequence of screens: MEKK2mut PB1 HTS	GPR7 antagonist	PfM18AAP inh	NALP1 yeast inh	MEKK2wt PB1 HTS	OXTR agonist	GalR3 antagonist	V1R ag counter	OXTR potentiator
- N#Cc1ccc(C(c2nnnn2C2CCCC2)N2CCC(Cc3ccccc3)CC2)cc1 (stereo not drawn)
    -1	-5	1	15	101	-0.2	-3	0.3	-8
- Cc1[nH]c(=S)c(C#N)c2c1CCCC2
    -10	0	7	-2	103	-0.5	-3	0.8	3
- CSc1ccc(/C=C(\C#N)C(=O)Nc2cccc(C)c2)cc1
    20	-9	1	18	102	-0.3	-2	0.6	-5
- Cc1cccc(NC(=O)Cc2cccs2)n1
    3	-3	-5	x	112	0.8	-6	0.6	0
- Cc1nn(C)c(Sc2ccccc2N)c1[N+](=O)[O-]
    -2	-5	39*	25	99	-1.5	-4	0.6	-6
- O=S(=O)(c1ccccc1)c1cnc(-c2ccccc2)nc1N1CCCCC1
    1	-29	6	13	105	-1.2	-2	-1.0	-11
- CCc1nnc(NS(=O)(=O)c2ccc(NC(=S)NC(=O)c3cccnc3)cc2)s1
    -10	-4	0	27	88	0.0	-2	1.0	-7
- COc1ccc(OC)c(NC(=O)CCCN2C(=O)C3C4C=CC(C4)C3C2=O)c1 (stereo not drawn)
    5	-17	4	6	111	0.3	-3	0.3	-7
- O=c1[nH]cc(-c2ccccc2)c(=O)[nH]1
    1	-11	-8	21	92	-0.1	-7	-0.8	-5
- CCC(=O)N/N=C(\C)CC(=O)Nc1ccc(Cl)cc1
    -5	1	-5	31	95	-0.1	-4	0.4	1
- CCC1=NN(C(=O)CCc2ccccc2)C(O)(C(F)(F)F)C1 (stereo not drawn)
    -5	5	1	4	95	-0.7	-1	-0.7	-8
- O=C(c1ccccc1)N1CCC2(CC1)NCCc1[nH]cnc12
    2	1	-9	15	101	0.1	3	1.3	-6
- CCOC(=O)Cc1csc(SCC(=O)Nc2oc(C)c3c(C)n[nH]c(=O)c23)n1
    x	x	x	x	x	0.5	3	0.0	-3
- Cc1cc(C(=O)NNC(=O)Nc2cccc(C(F)(F)F)c2)no1
    0	-5	3	-2	100	3.4	-4	1.6	-8
- CCOC(=O)c1c(/N=C/C2C(=O)CCCC2=O)sc2c1CCCC2
    -6	-8	9	15	95	-2.9	4	-1.1	-7
- O=C(CN1C(=O)NC2(CCCC2)C1=O)NNC(=O)c1ccccc1F
    x	x	x	x	x	1.7	-4	1.4	1
- CCOC(=O)Cc1nn[nH]n1
    -2	-3	-2	15	91	-0.5	-2	1.1	-11
- CC(=O)C1C(c2ccc(F)cc2)C2C(C)=NN=C2CC1(C)O (stereo not drawn)
    -1	-4	-2	x	96	1.0	-4	1.3	-4
- CC1CCN(C(=O)C2c3ccccc3C(=O)N3CCc4ccccc4C23)CC1 (stereo not drawn)
    1	3	2	-1	97	-1.0	-7	-0.7	-5
- O=C(CC1C(=O)NCCN1Cc1cccc(Oc2ccccc2)c1)NCc1cccnc1 (stereo not drawn)
    7	-8	-4	24	125	0.4	-7	0.2	-7
- COc1ccc(N2C(=O)S[C@@H]3CS(=O)(=O)C[C@@H]32)cc1
    0	-12	6	-8	100	-0.1	2	0.1	-7
- O=C(Cc1ccccc1)NCC(=O)Nc1cc(Cl)ccc1Cl
    -13	-12	-2	17	87	x	-9	x	x
- CCOC(=O)c1c(C)n(C)c2cc(Br)c(C(=O)OC)cc12
    -2	-5	10	36	100	-2.1	3	-1.8	-12
- CCn1cc(CN2CCCC(C(=O)Nc3ccc(-c4cscn4)cc3)C2)cn1 (stereo not drawn)
    8	-10	-10	17	112	1.8	-4	0.9	4
- CSc1ccc(CN(C)CC(=O)Nc2c(F)cccc2F)cc1
    2	8	-1	11	108	3.5	-4	3.3	-8
- O=C(c1ccccn1)N1CCCC(N2CCN(c3ccc(F)cc3)CC2)C1 (stereo not drawn)
    1	-8	-1	7	101	0.3	-11	0.4	0
- CC(C)(C)NC(=O)NC(=O)CN1CCC(Cc2ccccc2)CC1
    0	-15	-4	1	102	-0.9	-7	-0.9	-5
- COc1ccccc1CNS(=O)(=O)c1cc(CN2C(=O)c3cccnc3C2=O)ccc1OC
    -2	-9	-11	6	99	0.3	1	0.0	-9
- Cc1ccc(NC(=S)N2CCOCC2)c(C)c1
    4	7	4	24	105	0.5	-5	0.5	-6
- CN1CCN(CCc2nc3cc(NC(=O)c4ccco4)ccc3n2C)CC1
    -2	-16	1	-11	97	-0.5	1	0.1	-6
- COc1ccc(C(=O)NC(NC(=O)c2ccc(OC)cc2)c2ccccc2F)cc1
    14	-15	3	0	104	0.2	4	-0.5	-6
- Cc1cc(SC(C)C(=O)O)nc2ccccc12 (stereo not drawn)
    -9	-9	-8	7	90	0.1	-5	1.3	1
- O=C(c1ccccc1Nc1ccc(SC(F)F)cc1)N1CCCCCC1
    3	19	-14	17	106	-2.7	-6	-0.5	-15
- O=C1CCCCN1CCc1c[nH]c2ccccc12
    4	-12	-9	-61	111	0.0	6	-0.6	-11
- O=C(CCN1C(=O)C2CCCCC2C1=O)Nc1ccc(Br)cc1F (stereo not drawn)
    x	x	x	x	x	-1.9	-2	0.2	3
- COc1ccc(C2c3c(ccc4ccccc34)Oc3ncn4nc(-c5ccco5)nc4c32)cc1 (stereo not drawn)
    1	-14	-11	34	106	-0.8	-11	0.2	-8
- Nc1cccc(-c2ccc(CO)o2)c1
    -10	-1	0	2	88	-0.1	-5	-0.5	-8
- CCN(CC)C(=O)C1=C(C)Nc2nc3ccccc3n2C1c1cccc(OC)c1 (stereo not drawn)
    -1	0	11	-1	96	-1.4	-3	0.0	-8
- COc1ccc(C(=O)NNC(=O)CSc2nnc(C)n2C)cc1
    4	-4	-11	-3	105	-0.7	-2	5.0	-15

Screening results (PubChem BioAssay)
